# HEK293 NFkB inh: lowers PMA/ionomycin-induced NF-kB signal in HEK293 cells. HEK-293 NF-kB luciferase reporter, luminescence. inhibition, % at 3 µM. hit rate 0.21% among 62,000. AID 465;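 active = inhibition above the mean of all tested compounds plus 3 SD, cut at about 40% in these data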;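 also: 0% = stimulated DMSO wells and 100% = 10 µM reference inhibitor 5653914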
#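 System – HEK-293 cells with stable firefly luciferase reporter driven by four HIV NF-kB elements · Doses – one dose, 3 µM · Schedule – 1 h compound pre-incubation, 16 h PMA/ionomycin at 37 °C · Technique – luminescence from luciferase substrate reagent · Measure – percent inhibition normalized per plate to DMSO and reference-inhibitor controls · Replicates – tested once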
# TNAP act DEA: activates human TNAP at intermediate phosphate acceptor concentration; AID 813; activation factor at 20 µM; purified TNAP, CDP-star luminescence, 100 mM DEA, 30 min; stronger effect = higher value; scale: 0 levamisole-inhibited, 1 vehicle-only enzyme; 64,000 tested, under 10 active; P05186;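 active = activation factor of at least 2 at 20 µM, relative to controls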
# JNK3 inh: JNK3 (human) kinase inhibition. hit rate 0.61% among 60,000. purified JNK3 kinase activity, HTS. inhibition, % at 8 µM; in the data active = inhibition above about 17%;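 also: 0% = DMSO and 100% = reference inhibitor; many of its hits are not listed in these tables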
# Target sequence (P53779 whole entry, looked up): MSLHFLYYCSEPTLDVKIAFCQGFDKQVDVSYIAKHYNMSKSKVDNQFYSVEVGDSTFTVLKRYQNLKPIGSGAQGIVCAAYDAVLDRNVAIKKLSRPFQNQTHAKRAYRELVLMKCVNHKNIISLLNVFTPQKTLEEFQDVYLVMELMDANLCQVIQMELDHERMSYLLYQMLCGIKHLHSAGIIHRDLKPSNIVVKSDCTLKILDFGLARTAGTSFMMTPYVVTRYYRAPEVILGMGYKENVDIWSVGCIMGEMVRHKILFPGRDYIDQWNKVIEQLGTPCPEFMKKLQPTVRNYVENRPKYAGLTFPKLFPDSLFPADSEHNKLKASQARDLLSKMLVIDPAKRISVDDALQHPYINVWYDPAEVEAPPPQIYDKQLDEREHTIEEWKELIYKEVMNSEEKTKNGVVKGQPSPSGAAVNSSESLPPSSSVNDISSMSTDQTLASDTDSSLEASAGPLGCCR
# DUSP1 inh: blocks human MKP-1 phosphatase activity | P28562 | recombinant MKP-1, OMFP hydrolysis fluorescence | inhibition, %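 (compounds tested at a single concentration somewhere between 10 and 100 µM)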 | hit rate 0.15% among 65,000 | AID 374;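 active = inhibition above about 50%, limit read from the data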;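 also: 0% = DMSO max control wells and 100% = wells with enzyme stopped by NaOH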
# Target sequence (P28562 whole entry, looked up): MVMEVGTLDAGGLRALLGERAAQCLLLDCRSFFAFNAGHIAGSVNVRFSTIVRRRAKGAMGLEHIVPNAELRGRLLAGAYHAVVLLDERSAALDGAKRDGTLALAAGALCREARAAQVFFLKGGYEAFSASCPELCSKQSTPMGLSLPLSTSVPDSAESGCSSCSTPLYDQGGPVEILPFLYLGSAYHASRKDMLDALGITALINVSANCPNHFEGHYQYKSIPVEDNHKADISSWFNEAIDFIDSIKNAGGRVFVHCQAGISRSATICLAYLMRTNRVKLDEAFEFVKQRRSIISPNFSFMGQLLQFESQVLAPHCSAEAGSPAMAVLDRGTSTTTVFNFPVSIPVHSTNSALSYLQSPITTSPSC
# Jurkat tox 60K: cytotoxicity toward Jurkat cells; hit rate 1.2% among 56,000; inhibition, % at 4 µM; AID 463; Jurkat E6.1 viability, ATP luminescence, 48 h;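 active = inhibition above the mean inhibition of all tested compounds plus 3 SD, cut at about 28% in these data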
# MMP-13 inhibitor: blocks human MMP13 activity. AID 570. inhibition, % at 4 µM. P45452. MMP-13 fTHP FRET cleavage, Mca fluorescence. hit rate 0.07% among 65,000;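 active = inhibition above the mean of compound-free control plate wells plus 3 SD, cut at about 14% in these data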;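 also: 0% = DMSO wells and 100% = wells with reference MMP-13 inhibitor after basal subtraction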
# PKA inh: inhibitors of human protein kinase A; P17612; inhibition, % at 6 µM; hit rate 0.1% among 65,000; PKA Kemptide phosphorylation, Kinase-Glo ATP luminescence;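 active = inhibition above the screen-wide mean inhibition plus 3 SD, cut at about 21% in these data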; also: many of its hits are not listed in these tables
# Cdc25B block: inhibitors of human Cdc25B phosphatase. hit rate 0.1% among 65,000. inhibition, %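 (compounds tested at 10 µM final in the well)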. P30305. recombinant Cdc25B, OMFP fluorescence Ex485/Em525; in the data active = inhibition above about 50%
# ROCK2 blocker: blocks human Rho kinase 2 activity; hit rate 0.35% among 60,000; purified ROCK2, Kinase-Glo ATP depletion luminescence; AID 604; inhibition, % at 6 µM;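 active = inhibition above the screen-wide mean inhibition plus 3 SD, cut at about 18% in these data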;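 also: plate controls were DMSO wells for no effect and Y-27632 control wells after no-enzyme background subtraction for full effect; many of its hits are not listed in these tables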
# Active calls of the source: *; / = not tested or not shown; [ ] = another dose, or the depositor's remark. Rows were taken by chance; 1.9% or so of the library scored in one or more.
SMILES,HEK293 NFkB inh,TNAP act DEA,JNK3 inh,DUSP1 inh,Jurkat tox 60K,MMP-13 inhibitor,PKA inh,Cdc25B block,ROCK2 blocker
O=C(c1cc2ccccc2oc1=O)N(Cc1ccco1)Cc1cccs1,17,1,2,-19,-2,3,2,-8,4
C=C(C)Cn1c(Sc2nnc(C)s2)nc2c1c(=O)[nH]c(=O)n2C,7,1,2,13,-4,0,9,-4,4
CCOC(=O)Cn1c(=O)oc2cc(S(=O)(=O)Nc3cccc(C)c3)ccc21,2,1.1,-1,0,7,-12,1,-8,-10
c1ccc(-c2nc3cc(Cc4ccc5oc(-c6ccccn6)nc5c4)ccc3o2)nc1,22,1.1,-5,-1,5,-8,-5,8,0
CC1(C)CC(=O)C2=C(C1)OC(N)=C(C#N)C2c1ccsc1 (configuration not stated),10,0.9,9,1,2,-2,3,-17,2
O=C(NC1CCCCCC1)C1CCN(S(=O)(=O)N2CCC3(CC2)OCCO3)CC1,14,1,0,4,3,2,-1,-7,1
CC(=O)c1ccc(N2CCCC2)c(F)c1,7,0.9,-5,6,7,-7,2,-17,-1
CCOC(=O)c1c(C)[nH]c(C(=O)NCc2ccccc2OC)c1C,-11,0.9,15,-1,0,-22,3,1,-2
COc1ccccc1NC(=O)N1CCCC1C(=O)Nc1ccc2c(c1)OCO2 (configuration not stated),23,0.9,/,-4,/,2,-6,-25,/
CCCN(CCC)S(=O)(=O)c1ccc(C(=O)Nc2nnc(CSC)o2)cc1,14,1,-3,-6,21,3,11,-25,5
CCCCOc1ccc(C(=O)Nc2cccc(C)n2)cc1,-2,0.9,-5,-7,7,3,-3,-5,-4
Cc1ccc(NC(=O)c2ccc(S(=O)(=O)N3CCCC3)cc2)cc1,-2,/,1,26,-2,3,5,-2,4
O=C(Nc1cccc(O)c1)C1CCCN1C(=O)OCc1ccccc1 (configuration not stated),25,/,-4,-1,6,3,-5,25,2
CCC(=O)N1CCN=C1SCc1ccccc1,4,0.9,-3,1,-2,0,6,-6,4
O=C(NCCc1ccccc1F)[C@@H]1CSC2c3ccccc3C(=O)N21 (some centres not stated),23,0.9,1,-4,-4,1,6,-1,4
O=C(NCC1CCCO1)c1cccc(N2C(=O)C3C4C=CC(C4)C3C2=O)c1 (configuration not stated),8,0.9,2,-5,4,3,14,-5,2
CCn1c(=O)cc(SCC(=O)N2CCN(c3ccccn3)CC2)c2ccccc21,9,0.9,-4,16,9,-1,3,-9,3
CCC(=O)c1ccccc1OCCSc1nc(C)cc(=O)[nH]1,19,0.9,-3,4,3,2,7,-13,12
Cc1cc(C)cc(OC(=O)N2CCOCC2)c1,-3,0.9,0,11,-3,1,3,-9,6
Cc1ccc2cc(CNC(C)(C)C)c(=O)[nH]c2c1,/,0.9,0,-14,/,-2,2,-7,8
CCN1C(=O)Cc2cc(S(=O)(=O)N3CCOCC3)ccc21,10,0.9,-4,6,-5,0,4,-6,-3
COC(=O)/C=c1/s/c(=C(/C#N)C(=O)N2CCCCC2)n(-c2ccccc2)c1=O,/,1,-6,4,/,2,-4,24,-2
CCC1Oc2ccc(C)cc2N(CC(=O)NCCN2CCCCCC2)C1=O (configuration not stated),8,1,-4,0,2,-1,3,-12,1
COc1ccc(N2CCN(c3nc4ccccc4n3CC(=O)c3ccccc3)CC2)cc1,17,0.9,/,5,/,3,8,-20,/
O=C(CCN1C(=O)C2C3C=CC(C3)C2C1=O)Nc1nccs1 (configuration not stated),0,0.9,-3,2,4,2,7,-6,-1
COc1cccc(Nc2ncnc3c2cnn3-c2cccc(C)c2)c1,-1,0.9,6,-14,1,-6,4,4,6
O=C(CCC(=O)NC1CC1)Nc1nnc(C2CCCCC2)s1,4,0.9,6,-15,-11,-1,9,3,3
CC1(Cc2ccc3c(c2)OCO3)NC(=O)NC1=O (configuration not stated),10,0.9,7,-1,6,4,12,-5,3
Cn1c(=O)n(C)c2cc(NC(=O)c3cc4ccccc4o3)ccc21,13,1,1,20,0,1,3,-10,2
COc1ccc(C2C3=C(CC(C)(C)CC3=O)Oc3ncn4nc(-c5cccnc5)nc4c32)cc1OC (configuration not stated),3,1,-5,16,3,3,-2,-4,9
COc1ccc(S(=O)(=O)N2Cc3ccccc3CC2C(=O)Nc2ccc(O)cc2)cc1OC (configuration not stated),-8,0.8,5,-13,-2,1,7,-10,7
Cn1c(CNc2ccc(Cl)cc2)nc2ccccc21,-37,0.9,-3,2,3,5,1,-8,4
Cc1cc2nc(-c3ccc(NC(=O)C(C)C)cc3)oc2cc1C,-68,0.9,-5,8,-4,-154[fluorescence artefact?],2,-8,-1
CCOC(=O)C1CCCN(Cc2nc(N)nc(Nc3ccc(Cl)cc3)n2)C1 (configuration not stated),26,0.9,-6,14,13,2,5,-6,6
Cc1cc(Oc2ccc(-c3ccccc3)cc2)n2ncnc2n1,8,0.9,2,0,-4,3,-3,-12,2
O=C(CNC(=O)c1ccco1)NCC(=O)OCc1ccccc1Br,12,0.9,-5,-5,8,-2,2,0,-2

# Compound profiles, from the list above. Values in the order: HEK293 NFkB inh | TNAP act DEA | JNK3 inh | DUSP1 inh | Jurkat tox 60K | MMP-13 inhibitor | PKA inh | Cdc25B block | ROCK2 blocker
# COc1ccc(S(=O)(=O)N2Cc3ccccc3CC2C(=O)Nc2ccc(O)cc2)cc1OC (configuration not stated) across the screens: -8 | 0.8 | 5 | -13 | -2 | 1 | 7 | -10 | 7
# O=C(CCC(=O)NC1CC1)Nc1nnc(C2CCCCC2)s1 across the screens: 4 | 0.9 | 6 | -15 | -11 | -1 | 9 | 3 | 3
# O=C(NC1CCCCCC1)C1CCN(S(=O)(=O)N2CCC3(CC2)OCCO3)CC1 across the screens: 14 | 1 | 0 | 4 | 3 | 2 | -1 | -7 | 1
# Cc1cc2nc(-c3ccc(NC(=O)C(C)C)cc3)oc2cc1C across the screens: -68 | 0.9 | -5 | 8 | -4 | -154[fluorescence artefact?] | 2 | -8 | -1
# CCn1c(=O)cc(SCC(=O)N2CCN(c3ccccn3)CC2)c2ccccc21 across the screens: 9 | 0.9 | -4 | 16 | 9 | -1 | 3 | -9 | 3

# (listing goes on)
SMILES,HEK293 NFkB inh,TNAP act DEA,JNK3 inh,DUSP1 inh,Jurkat tox 60K,MMP-13 inhibitor,PKA inh,Cdc25B block,ROCK2 blocker
CCOc1cc2c(cc1OCC)C(c1ccc(O)c(OC)c1)NCC2 (configuration not stated),6,0.9,1,-4,-2,3,4,-3,-3
CCN1C(=O)CC(C(=O)Nc2ccc(F)cc2)SC1=Nc1cccc(OC)c1 (configuration not stated),5,0.9,0,-12,5,4,0,-8,-1
CN1CCN(c2cc(=O)n(C3CCCCC3)c(=O)[nH]2)CC1,6,0.9,-2,1,0,3,11,-49,6
Cc1ccc(SCc2cc(=O)n3[nH]cnc3n2)cc1,0,/,2,5,-3,2,7,-6,5
CC(=O)c1cccc(NC(=O)Nc2ccc3c(c2)N(C)C(=O)CS3)c1,14,0.9,/,7,/,2,8,14,/
CCOC(=O)C1CCN(C(=O)C2CCCCC2)CC1,9,1,/,16,/,-1,8,3,/
CCCCCCNC(=O)c1c(O)c2cccc3c2n(c1=O)CCC3,7,0.9,-1,1,4,1,4,-30,-1
O=C(CSc1nnc(Cc2cc(=O)[nH]c(=O)[nH]2)n1-c1ccc(F)cc1)N1CCCCC1,4,0.9,-1,6,-18,0,1,4,7
CC(C)Oc1ccccc1-c1nc(SCC(=O)O)n[nH]1,2,0.9,-5,-8,-7,1,7,-4,9
CCCOC(=O)C1[C@H]2C(=O)N(CCCOC)C[C@]23C=C[C@H]1O3 (some centres not stated),5,1,-8,-5,-5,2,4,0,5
Cc1nc2ccccc2c(=O)n1/N=C/c1cn(-c2ccccc2)nc1-c1cccs1,12,0.9,-6,14,-11,0,5,2,1
O=C(NCc1ccco1)C1CN(S(=O)(=O)c2ccccc2)CCN1S(=O)(=O)c1ccccc1 (configuration not stated),12,0.9,-5,-14,0,1,4,3,0
COc1ccc(CCN2CC(C#N)=C3c4cc(OC)c(OC)cc4CCN3C2)cc1OC,6,1,0,17,4,2,6,-8,1
CC1CC(C)CN(CCCNC(=O)CNC(=O)Cn2ccc3ccccc3c2=O)C1 (configuration not stated),30,0.9,/,8,/,1,-2,-19,/
Cc1cccc2cc(C#N)c(SCC(=O)N3CCC(C)CC3)nc12,10,0.9,-3,9,0,-1,10,-7,3
CCN(CC)C(=O)CCC(=O)Nc1ccc(C(=O)OC)cc1,1,1,-8,-6,-7,4,5,2,4
CCOC(=O)c1ccc(Nc2c(CC)c(C)nc3ncnn23)cc1,4,1,/,15,/,3,6,-10,/
C1=CN2CCC1C(c1ccccc1)C2 (configuration not stated),17,1,2,6,-3,-5,5,-12,2
CCOc1ccc(-c2cn(S(=O)(=O)c3cccc4nsnc34)nc2N)cc1,8,0.8,-4,-5,-2,1,12,2,8
O=c1[nH]ncc2c3ccccc3n(Cc3ccc(F)cc3)c12,9,0.9,8,1,-5,0,12,-6,5
COc1ccccc1OCC(=O)Nc1ccc(S(=O)(=O)Nc2cc(C)nc(C)n2)cc1,/,0.9,-6,-23,/,3,7,4,15
Cc1ccc(-c2nnc3ccc(SCC(=O)Nc4cc(C)on4)nn23)cc1,11,1,-7,9,-2,-9,5,-21,-1
CC(C)C(=O)Nc1nnc(-c2ccccc2)o1,16,0.9,11,5,-12,-18,5,6,-1
Cc1occc1-c1nnc(SCC(=O)NCc2cccs2)n1-c1ccc(F)cc1,12,1,1,14,-4,-1,-4,-5,0

# Limited to TNAP act DEA, for some of the entries so far:
Structure | TNAP act DEA
Cc1cccc2cc(C#N)c(SCC(=O)N3CCC(C)CC3)nc12 | 0.9
COc1ccc(CCN2CC(C#N)=C3c4cc(OC)c(OC)cc4CCN3C2)cc1OC | 1

# (continued)
SMILES,HEK293 NFkB inh,TNAP act DEA,JNK3 inh,DUSP1 inh,Jurkat tox 60K,MMP-13 inhibitor,PKA inh,Cdc25B block,ROCK2 blocker
c1ccc(-n2ncc3c(N4CCN(c5ccccn5)CC4)nc(N4CCCCCC4)nc32)cc1,-9,0.9,0,-15,-8,-1,4,3,2
COc1cccc(NC2=NCC(=O)N2Cc2cccs2)c1,15,1,/,12,/,6,0,-13,/
CCOc1ccccc1NC(=O)N1CCCC1C(=O)Nc1nnc(CC)s1 (configuration not stated),16,0.8,/,-9,/,3,-3,-5,/
CCn1nc(NC(=O)c2ccccn2)c2cc3cccc(C)c3nc21,-3,0.9,-4,-12,-6,-25,6,-11,5
CCn1c(SCC(=O)NC2CCCCC2)nc2c(c1=O)SC(C)C2 (configuration not stated),12,0.9,2,5,0,2,-3,-8,0
COc1ccc(N(C(C)C(=O)NCc2ccco2)S(C)(=O)=O)cc1 (configuration not stated),18,0.9,1,27,4,6,4,-3,10
O=C(OCCCN1CCCC1)C1(c2ccccc2)CCCC1,/,0.9,-5,-24,/,3,4,-4,-3
COc1cc(C)c(C(C)C)cc1S(=O)(=O)NCCCn1ccnc1,22,1,2,-14,3,5,3,-4,-6
COC(=O)c1ccc(C(=O)OC)c(NC(=O)CSc2nnc(-c3ccccc3Cl)o2)c1,10,1.1,2,2,-1,4,-2,13,-3
N#CCCn1c2ccccc2c2nc3ccccc3nc21,11,0.9,2,7,-2,4,6,3,-1
Cc1ccc(CNC(=O)CSc2nc(C)cc(C)c2C#N)cc1,1,0.9,-3,-10,3,5,3,5,-3
COc1ccc(OC)c(S(=O)(=O)N(C)CC(=O)N2CCc3ccccc3C2)c1,16,0.9,-2,2,-4,2,1,0,7
N#Cc1c(SCC(=O)N2CCCCC2)nsc1SCC(=O)N1CCCCC1,25,0.9,-1,-5,3,2,2,-3,4
CCOc1ccc(NC(=O)CN2CCN(CC(=O)Nc3ccc(F)c(F)c3)CC2)cc1,10,0.9,2,3,4,7,9,-18,6
CCn1c(SCc2cccc(C(=O)O)c2)nnc1-c1ccccc1,4,0.9,-2,3,-2,5,14,6,12
COCC(C)NC(=O)c1ccccc1OC(C)=O (configuration not stated),12,0.9,4,3,-1,-4,8,4,5

# From PubChem
